RXFP1 antag: blocks the human relaxin receptor RXFP1 | Q9HBX9 | HEK293-RXFP1, relaxin-stimulated cAMP HTRF, 30 min; active compounds read low | activity change, negative = inhibition, % at 57.5 µM | 0.59% of 350,000 active | AID 1259400;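 active = activity change of -60% or lower, but not beyond a set lower limit; inconclusive = change between -60% and -40%, or beyond the set limit; inactive = change above -40%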; also: % is scaled to controls: 0 for no effect and ±100 for the full control effect
GRP78 ERSR act: induces the endoplasmic reticulum stress response in human glioma cells; 0.02% of 420,000 active; AID 602332; U87-MG GRP78 promoter luciferase reporter, 16 h; Potency, µM, for inactives: top-dose activation, most hits filed as activators; also: potency is read from the fitted curve at half-maximal effect; series mostly up to about 76 µM; % of control where 0% means no effect; nearly all actives have a fitted effect of over 35% in size
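Stably transfected U87-MG human glioma cells carrying a GRP78-based luminescent sensor were seeded at 1000 cells/well, pin-dosed with compounds and incubated 16 h. Luciferase reagent was then added, and end-point luminescence was read after 10 min at room temperature.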
RXFP1 agonist: RXFP1 (human) receptor agonism. Q9HBX9. HEK293T-RXFP1 cAMP TR-FRET, 30 min; response scale: percent of porcine relaxin response, buffer zero. Potency, µM (titrated, usually from 57.5 µM), for inactives: at the highest dose activation, usual class: activators. 0.3% of 370,000 active; also: potency is read from the fitted curve at half-maximal effect; % is scaled to controls: 0 for no effect and ±100 for the full control effect; nearly all actives have a fitted effect of over 60% in size; many of its hits are not listed in these tables
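Agonist response is measured as cAMP accumulation in an RXFP1-transfected HEK293T line under PDE4 inhibition. Values are scaled between buffer-only and 29 nM porcine relaxin, and EC50s come from standard Hill equation fits.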
D2 potentiator: positively modulates the human D2 dopamine receptor allosterically. HEK293 T-REx D2, calcium flux, EC20 dopamine potentiation. 0.34% of 340,000 active. potentiation, % at 10 µM;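 active = potentiation over 3 SD above the plate norm, cut at about 30% in these data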; also: 0% is about no effect
Target sequence (P14416 whole entry, looked up): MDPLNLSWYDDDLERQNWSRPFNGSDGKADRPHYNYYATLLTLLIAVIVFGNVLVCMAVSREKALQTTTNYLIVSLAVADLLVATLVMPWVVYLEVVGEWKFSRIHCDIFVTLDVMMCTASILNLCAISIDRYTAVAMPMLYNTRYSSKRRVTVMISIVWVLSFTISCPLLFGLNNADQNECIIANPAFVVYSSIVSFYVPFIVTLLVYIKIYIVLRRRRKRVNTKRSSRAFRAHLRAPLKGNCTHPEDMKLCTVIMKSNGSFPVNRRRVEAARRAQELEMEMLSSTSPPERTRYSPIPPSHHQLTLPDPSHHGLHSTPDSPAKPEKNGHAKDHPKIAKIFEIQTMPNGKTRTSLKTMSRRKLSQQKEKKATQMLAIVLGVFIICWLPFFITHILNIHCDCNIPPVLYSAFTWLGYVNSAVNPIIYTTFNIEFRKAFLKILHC
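Tetracycline-induced HEK293 T-REx cells force-coupled to calcium signalling expressed D2; compounds were pin-added after a 10 s baseline, read kinetically 180 s, then an EC20 dopamine challenge followed with a further 180 s calcium read.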
Vif-A3G inh: inhibitors of Vif-APOBEC3G interaction; Q9HC16; HeLa A3G-eYFP + Vif (tagged APOBEC3G with the HIV-1 protein that degrades it), YFP fluorescence, overnight; Potency, µM (titrated, usually from 46.1 µM), without a hit: top-dose activity, negative = active, most hits filed as inhibitors; 0.076% of 410,000 active; AID 602310;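 also: potency is read from the fitted curve at half-maximal effect; % is scaled to controls: 0 for no effect and ±100 for the full control effect; nearly all actives have a fitted effect of over 60% in size; hits raise eYFP signal because A3G escapes Vif-driven loss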
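Read-out is eYFP fluorescence (Ex 488/Em 500-530) from Vif-expressing HeLa A3G-eYFP cells; more signal means A3G escaped Vif-mediated degradation. Cells plated overnight, compound pinned in, incubated overnight at 37 deg C.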
Vif-A3F inh: inhibitors of Vif-A3F interaction; HeLa A3F-eYFP + Vif (tagged APOBEC3F with the HIV-1 protein that degrades it), YFP fluorescence increase; 0.2% of 390,000 active; Potency, µM (series often up to 46.1 µM), for the others: top-dose activity, negative = active; AID 602313; also: potency is read from the fitted curve at half-maximal effect; % of control where 0% means no effect; nearly all actives have a fitted effect of over 65% in size
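HeLa cells stably expressing A3F-eYFP plus Vif, plated and incubated overnight at 37 deg C, then exposed to compounds overnight at 37 deg C. Blocked degradation read as raised yellow fluorescence (Ex 488/Em 500-530).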
D1 potentiator: human D1 dopamine receptor positive modulation; P21728; HEK293 TREx D1 cells, calcium flux, dopamine EC20 potentiation; potentiation, % at 10 µM; 0.036% of 360,000 active; AID 504651; in the data active = potentiation above about 30%; also: 0% is about no effect
Target sequence (P21728 whole entry, looked up): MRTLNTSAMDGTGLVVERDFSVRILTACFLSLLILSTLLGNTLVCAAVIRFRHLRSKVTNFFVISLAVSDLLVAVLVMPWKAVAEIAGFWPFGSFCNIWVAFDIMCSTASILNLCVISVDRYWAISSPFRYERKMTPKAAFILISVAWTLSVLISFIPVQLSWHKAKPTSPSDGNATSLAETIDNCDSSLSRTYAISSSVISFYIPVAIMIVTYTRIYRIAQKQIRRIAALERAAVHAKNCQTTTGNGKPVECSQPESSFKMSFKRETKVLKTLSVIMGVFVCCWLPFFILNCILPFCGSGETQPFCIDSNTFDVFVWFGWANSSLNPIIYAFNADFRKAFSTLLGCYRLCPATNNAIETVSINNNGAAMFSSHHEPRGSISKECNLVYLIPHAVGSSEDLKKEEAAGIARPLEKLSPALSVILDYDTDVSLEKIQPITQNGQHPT
D1 agonist: agonists of human D1 dopamine receptor; HEK293 T-REx D1 cells, calcium flux, agonist mode; activation, % at 2 µM; 1% of 360,000 active; in the data active = activation above about 30%; also: 0% is about no effect
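Inducible HEK293 T-REx D1 cells, force-coupled to calcium signalling, were plated at 4000 cells/well with tetracycline and held overnight at 30 C. After no-wash calcium dye loading, compound-evoked calcium rise over 180 s flagged agonists.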
D1 antagonist: blocks dopamine activation of the human D1 receptor; activity change, negative = inhibition, % at 10 µM; HEK293 TREx D1 cells, calcium flux, dopamine EC80; active compounds read low; AID 504652; 3.2% of 360,000 active; in the data active = activity change below about -30%; also: % is scaled to controls: 0 for no effect and ±100 for the full control effect
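Tetracycline-induced HEK293 T-REx cells with force-coupled D1 receptor were loaded with a no-wash calcium dye. Compound was added after a 10 s baseline and read kinetically for 180 s; EC80 dopamine was then added and calcium flux followed another 180 s.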
* = called active by the depositor; ? = inconclusive; · = no result given. Unless noted, calls follow the shape of the dose curve; as a rule, active = well fitted curve in the direction sought with a large enough effect; inconclusive = small, poorly fitted or top-dose-only effect, or another doubt; inactive = no such curve, though single readings can be large; an effect the other way counts as inactive or inconclusive.

SMILES	RXFP1 antag	GRP78 ERSR act	RXFP1 agonist	D2 potentiator	Vif-A3G inh	Vif-A3F inh	D1 potentiator	D1 agonist	D1 antagonist
COc1ccc(N2CCN(C(=O)CNC(=O)c3ccc4ccccc4c3)CC2)cc1	3	-2%	-1.4%	16	1%	9%	2	-1	-9
CCN(CC)c1ccc(/C=C(\C#N)C(=O)c2ccc(Br)cc2)cc1	5	1%	-1.0%	·	5%	?	-10	259*	-48*
Cc1ccc(C(=O)O/N=C(\N)Cc2cccs2)cc1[N+](=O)[O-]	-1	8%	3.5%	11	-4%	0%	0	2	3
CCOc1ccc(S(=O)(=O)N2CCCCC2)cc1NC(=O)C1COc2ccccc2O1 (stereo not given)	-15	-3%	1.0%	-6	-8%	1%	-10	6	0
CCn1c(=NC(=O)c2ccc(S(=O)(=O)N(C)C)cc2)sc2cccc(OC)c21	-3	-3%	12%	1	-3%	-2%	6	0	10
Cc1ccc2cc3c(N)nn(C(=O)c4cccc(F)c4)c3nc2c1	-11	-4%	-0.1%	-2	1%	5%	1	2	-11
CCC(C)C(NC(=O)OC(C)(C)C)C(=O)NC(Cc1ccccc1)C(=O)OC (stereo not given)	-5	0%	4.6%	-3	-3%	-9%	1	3	-24
C/C(=N/NC(=O)CN1CCN(S(=O)(=O)c2ccc(Br)cc2)CC1)c1ccncc1	-3	-4%	3.7%	·	-10%	-2%	-3	2	2
O=C(NC1CCCCC1)c1ccccc1-c1ccccc1	-7	-3%	-0.3%	-2	-3%	13%	-5	1	1
COc1ccc([N+](=O)[O-])cc1NC(=O)COC(=O)Cn1cnc2ccccc2c1=O	-4	-1%	·	·	0%	-1%	·	·	·
Cc1c(Cl)cccc1NC(=O)c1cc(-c2cccs2)on1	-5	-4%	0.7%	-13	1%	-5%	0	5	-7
Cn1c(CNC(=O)c2ccccc2)nnc1SCC(=O)Nc1nccs1	-5	6%	-0.8%	·	-3%	-36%	-4	2	-7
COc1ccc(CN2CCc3c(c(=O)n4ncc(C(=O)N5CCN(c6ccc(F)cc6)CC5)c4n3C)C2)cc1	-20	-3%	1.7%	7	6%	-1%	0	9	8
O=C(CCN1C(=O)C2C3C=CC(C3)C2C1=O)NCCc1ccccc1Cl (stereo not given)	2	-2%	-0.3%	-5	3%	19%	-1	-3	4
Cc1nn(CCOc2ccccc2Cl)c(C)c1[N+](=O)[O-]	-8	3%	2.6%	-2	5%	-20%	10	8	2
Cc1cccc(N2CCN(C(=O)c3cccc(N4C(=O)C5CC=CC(C)C5C4=O)c3)CC2)c1C (stereo not given)	-8	-4%	3.4%	-3	5%	-10%	1	-2	1
CN(C)CCN1C(=O)C(=O)/C(=C(/O)c2ccc(S(=O)(=O)N3CCOCC3)cc2)C1c1ccc(Br)cc1 (stereo not given)	2	0%	2.9%	-4	0%	?	-7	4	5
CN(Cc1ccccc1)S(=O)(=O)c1ccc(Cl)c(C(=O)NCCCN2CCOCC2)c1	-1	-3%	2.1%	13	-2%	-5%	-1	7	-4
CCOC(=O)c1cc(C#N)c(N2CCN(c3ccc(OC)cc3)CC2)[nH]c1=O	15	-2%	-0.3%	-2	1%	-7%	-1	0	2
CNC(=O)c1ccccc1NC(=O)c1ccco1	-10	-4%	2.9%	34*	3%	0%	0	-1	-17
COc1ccc(S(=O)(=O)N(C)CC(=O)NCCCn2ccnc2)cc1Cl	-4	1%	0.4%	·	-5%	-4%	-8	5	-4
Cc1ccc(C(C)NC(=S)NC2CCCCC2)cc1C (stereo not given)	·	·	-3.3%	1	·	·	0	14	-13
Cc1cc(-c2[nH]nc3c2C(c2ccsc2)C(C#N)=C(N)O3)c(C)s1 (stereo not given)	-8	-1%	-1.0%	-3	-4%	-8%	5	3	0
CNS(=O)(=O)c1cccc(C(=O)OCC(=O)Nc2ccc3ccccc3c2)c1	-2	-1%	·	·	3%	2%	·	·	·
COc1cc(OC)cc(C(=O)Nc2ccc3c(c2)n(C)c(=O)c(=O)n3C)c1	·	-3%	0.1%	-1	0%	0%	-5	2	1
CCCN1CCN(C(=O)CS(=O)(=O)Cc2nc(-c3cccc(OC)c3)oc2C)CC1	-6	3%	-2.2%	·	1%	-2%	-2	7	-5
CCCCn1c(N)c(N(CCOC)C(=O)c2cc(-c3ccc(OC)cc3)nc3ccccc23)c(=O)[nH]c1=O	-21	-2%	-0.2%	-4	-2%	-6%	-5	-2	-6
N#C/C(=C(/O)CSc1ccccc1C(=O)O)c1nc2ccccc2s1	-12	-1%	3.0%	-3	-1%	9%	0	2	9
CC(C)C(c1nnnn1Cc1ccco1)N1CCN(C2CCCC2)CC1 (stereo not given)	-6	-5%	4.1%	-7	1%	4%	1	3	-3
COc1ccc(-c2cc(C(F)(F)F)c(C#N)c(SCC(=O)O)n2)cc1	-14	1%	-0.7%	6	-7%	4%	-1	2	4
O=C(CSc1ccc(-c2cccs2)nn1)c1cccs1	7	9%	3.8%	-2	-9%	2%	2	-3	-4
c1cc2c(cc1C1=Nn3c(nnc3C3CCCCC3)SC1)OCO2	-11	-3%	0.3%	13	?	-1%	-1	1	6
CCOCCc1nn2c(=O)cc(COC(=O)CNC(=O)c3ccc(C(C)(C)C)cc3)nc2s1	·	1%	-1.5%	23	1%	-3%	-4	5	-1
CN(C)S(=O)(=O)N1CCC(n2nccc2NC(=O)CCCc2ccccc2)CC1	-31	-2%	-3.5%	-2	-11%	-7%	1	0	6
COc1ccc(S(=O)(=O)N2CCSC2C)cc1C (stereo not given)	8	-4%	0.7%	-3	1%	7%	8	1	14
CCN(CC)c1ccc(NC(=S)NCC2CCCO2)cc1 (stereo not given)	-3	7%	-1.1%	6	6%	6%	-3	3	·

Sorted by value in D1 agonist (largest number first): 3 from the list above.
Structure	D1 agonist
CC(C)C(c1nnnn1Cc1ccco1)N1CCN(C2CCCC2)CC1 (stereo not given)	3
CCCCn1c(N)c(N(CCOC)C(=O)c2cc(-c3ccc(OC)cc3)nc3ccccc23)c(=O)[nH]c1=O	-2
O=C(CSc1ccc(-c2cccs2)nn1)c1cccs1	-3

Limited to RXFP1 agonist, GRP78 ERSR act and D2 potentiator (2 entries from above):
structure,RXFP1 agonist,GRP78 ERSR act,D2 potentiator
CCCN1CCN(C(=O)CS(=O)(=O)Cc2nc(-c3cccc(OC)c3)oc2C)CC1,-2.2%,3%,·
CCCCn1c(N)c(N(CCOC)C(=O)c2cc(-c3ccc(OC)cc3)nc3ccccc23)c(=O)[nH]c1=O,-0.2%,-2%,-4

New compounds follow
SMILES	RXFP1 antag	GRP78 ERSR act	RXFP1 agonist	D2 potentiator	Vif-A3G inh	Vif-A3F inh	D1 potentiator	D1 agonist	D1 antagonist
Cc1ccccc1CNC1CCCCC1	4	-3%	2.4%	3	0%	-14%	-5	7	9
Cc1[nH]c2ccccc2c1SCC(=O)NNC(=O)Nc1ccc(OC(F)(F)F)cc1	-14	-1%	0.1%	-3	-1%	1%	-3	2	-7
O=C(C1CCN(S(=O)(=O)c2ccccc2F)CC1)N1CCN(Cc2ccc3c(c2)OCO3)CC1	-6	0%	0.2%	-12	3%	0%	4	4	-22
CCn1c(CC(=O)Nc2ccccc2)nnc1SCC(=O)NC1CCCC1	3	-1%	3.0%	1	3%	-7%	1	2	-6
CCC(=O)NC(Nc1cc(C)ccn1)(C(F)(F)F)C(F)(F)F	22	-3%	0.1%	19	0%	-8%	3	4	-7
O=C1CC(N(C(=O)c2ccco2)c2ccc(F)cc2)C(=O)N1c1ccc(F)cc1 (stereo not given)	-12	-3%	0.1%	-12	-5%	-3%	-10	1	2
CCOc1ncccc1C(=O)N1CCN(c2cc(Cl)ccc2C)CC1	-38	-3%	3.8%	13	-34%	-10%	1	4	1
COC(=O)CNC(=O)COC(=O)c1cc(SC)ccc1Cl	-8	3%	8.6%	3	-5%	-1%	-2	1	-18
COC(=O)c1ccccc1NC(=O)CSCC(=O)Nc1ccc(F)cc1	0	0%	0.7%	-6	4%	-1%	-2	1	-4
CC(CN1CCCC1)OC(=O)c1ccccc1Cl (stereo not given)	11	-3%	0.6%	0	1%	8%	-6	0	-10
CC(=O)c1cc(F)c(N2CCN(C(=O)COc3ccc(F)cc3)CC2)cc1C	3	1%	2.6%	-7	1%	8%	-7	7	-33*
S=C(NCc1ccccc1)Nc1cccc2cnccc12	10	2%	3.0%	1	1%	15%	·	25	-1
COc1ccc(CCNC(=O)COC(=O)c2cnc(C)cn2)cc1OC	2	-2%	3.2%	-1	-2%	-4%	3	1	3
Cc1ccccc1C(=O)Nc1c2c(nn1C(C)(C)C)CS(=O)(=O)C2	12	-1%	-0.3%	-2	0%	2%	-2	4	8
O=C(c1ccc(CS(=O)(=O)c2ccc(Br)cc2)o1)N1CCN(c2ncccn2)CC1	·	-2%	2.6%	6	3%	0%	6	1	-2
Cc1cc(C(=O)NNc2c(Cl)cccc2Cl)no1	4	-3%	0.5%	0	0%	-1%	1	4	-3
COc1ccc(NS(=O)(=O)c2ccc3oc4ccccc4c3c2)cn1	-5	0%	0.4%	8	-6%	-7%	-3	14	4
CCOC(=O)Nc1ccc2nc3n(c(=O)c2c1)CCCCC3	-10	0%	-3.1%	-3	0%	-1%	3	5	3
CCC(=O)Nc1cccc(C2=NN(c3ccccc3)C(c3ccc(OC)cc3)C2)c1 (stereo not given)	4	-2%	22%	3	-9%	-4%	-4	2	-29
CN(C)CCNC(=O)c1ccc2c(c1)NC(=O)C(CS(=O)(=O)Cc1cccc(Br)c1)N2 (stereo not given)	-2	-3%	-0.9%	9	6%	-8%	0	-2	1
COc1ccc(C(=S)N2CCNCC2)cc1	6	0%	1.4%	-1	2%	0%	-1	1	-7
O=C(NCC(=O)N(Cc1ccco1)C(C(=O)NC1CCCC1)c1cccnc1)c1cccs1 (stereo not given)	6	2%	0.2%	7	-1%	-12%	1	-1	-7
CCCN(CCC)C(=O)c1c[nH]c2ccc(S(=O)(=O)N(C)c3ccc(OCC)cc3)cc2c1=O	-20	-1%	-0.6%	17	2%	3%	1	3	8
Cc1cc(=O)c2cc(NC(=O)c3ccccc3Cl)ccc2[nH]1	-9	-3%	-0.4%	8	2%	7%	-2	0	-2
CCC1CCCCN1CCCNC(=O)CN1C(=O)COc2ccc(S(=O)(=O)N3CCC(C)CC3)cc21 (stereo not given)	15	2%	-3.6%	5	1%	-4%	-1	-1	10

Screening data as filed in PubChem BioAssay.

Some of the compounds tested; rates above refer to the full screens.
